Source: PubChem (several laboratories)
HePTP inhibitor: blocks human HePTP tyrosine phosphatase. P35236. recombinant HePTP phosphatase activity, OD absorbance. inhibition, % at 20 µM. 110,000 tested, 0.64% active. AID 521; in the data active = inhibition above about 50%;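 note: plate controls were vehicle for no effect and reference inhibitor for full effect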
Target sequence (P35236 whole entry, looked up): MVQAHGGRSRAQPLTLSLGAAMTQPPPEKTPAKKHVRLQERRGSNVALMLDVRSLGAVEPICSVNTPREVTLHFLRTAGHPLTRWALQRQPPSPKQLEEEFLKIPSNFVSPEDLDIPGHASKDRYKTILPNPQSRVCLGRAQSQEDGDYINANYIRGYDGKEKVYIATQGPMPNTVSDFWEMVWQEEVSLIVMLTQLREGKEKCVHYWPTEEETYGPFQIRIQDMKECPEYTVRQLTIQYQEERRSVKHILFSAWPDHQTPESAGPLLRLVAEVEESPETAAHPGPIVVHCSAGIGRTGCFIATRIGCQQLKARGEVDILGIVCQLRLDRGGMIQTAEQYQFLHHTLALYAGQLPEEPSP
BAP1 inh: inhibitors of human BAP1 deubiquitinase; Q92560; recombinant BAP1, Ub-AMC hydrolysis fluorescence kinetic; active compounds read low; activity remaining (% of control), % at 20 µM; 72,000 tested, 0.48% active;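 active = activity remaining at or below 50% of control, provided the compound also passes the data quality filters; inactive = the rest, including low values that fail the filters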;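 note: 100% = DMSO wells rate and 0% = substrate alone blank rate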
Target sequence (Q92560 whole entry, looked up): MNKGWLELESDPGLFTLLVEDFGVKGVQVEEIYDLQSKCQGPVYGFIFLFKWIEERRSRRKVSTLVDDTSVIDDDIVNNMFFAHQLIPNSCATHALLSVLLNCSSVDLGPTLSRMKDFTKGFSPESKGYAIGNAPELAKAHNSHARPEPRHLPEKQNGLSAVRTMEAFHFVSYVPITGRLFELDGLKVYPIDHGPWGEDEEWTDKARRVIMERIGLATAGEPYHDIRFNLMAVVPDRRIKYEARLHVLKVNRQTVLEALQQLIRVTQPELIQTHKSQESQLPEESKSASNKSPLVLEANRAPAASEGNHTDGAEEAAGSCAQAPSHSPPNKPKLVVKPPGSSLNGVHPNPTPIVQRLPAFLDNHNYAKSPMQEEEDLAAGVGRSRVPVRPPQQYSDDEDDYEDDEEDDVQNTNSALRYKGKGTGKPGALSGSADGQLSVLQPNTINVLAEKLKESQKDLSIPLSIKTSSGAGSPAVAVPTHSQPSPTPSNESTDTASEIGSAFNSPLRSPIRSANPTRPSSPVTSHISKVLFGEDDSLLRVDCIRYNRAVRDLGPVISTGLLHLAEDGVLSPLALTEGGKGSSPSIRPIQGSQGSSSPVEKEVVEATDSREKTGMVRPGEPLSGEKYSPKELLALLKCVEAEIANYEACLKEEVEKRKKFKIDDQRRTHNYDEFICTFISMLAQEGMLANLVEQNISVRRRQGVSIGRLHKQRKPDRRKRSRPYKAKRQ
Active calls of the source: *; & = joins results of further samples.

Screening COc1ccc(C(=O)C[n+]2cc(Br)cc3ccccc32)cc1[N+](=O)[O-] returned BAP1 inh 126.
For O=C(Oc1nn(-c2ccccc2)cc1C(=O)c1ccccc1)c1ccccc1 the results were HePTP inhibitor -3.
`Cc1ccc(-n2nc(C)c3c2OC(N)=C(C#N)C3c2cccs2)cc1` (stereo unspecified) gave HePTP inhibitor -8.
O=c1oc(-c2cccs2)nc2ccc(Cl)cc12 was read as HePTP inhibitor -8.
CC(=O)CCc1ccc(OCCCCn2cncn2)cc1 was read as HePTP inhibitor 13.
Screening Cn1cc(/C=N/n2cnc3sc4c(c3c2=O)CCCC4)c2ccccc21 returned HePTP inhibitor -13 and BAP1 inh 52.
For CCCCCOC(=O)C1C2C=CC3(CN(c4ccccc4C)C(=O)C13)O2 (stereo unspecified) the results were HePTP inhibitor -1 and BAP1 inh 88.
`COc1cc(C2NC(=S)NC(C)=C2C(=O)Nc2ccccc2)ccc1O` (stereo unspecified) gave HePTP inhibitor 1.
For CC(=O)c1cccc(NC(=O)COc2ccc(S(=O)(=O)N3CCCCC3)cc2)c1 the results were HePTP inhibitor 4 and BAP1 inh 92.
Screening CSc1ccccc1-n1nnnc1SCc1ccccc1 returned HePTP inhibitor 0 and BAP1 inh 81.
For Clc1cccc(-c2nc3nc4ccccc4nc3n2Cc2ccco2)c1 the results were HePTP inhibitor 9.
`CCN1CCN(C(c2cccs2)C(C)NC(=O)c2ccccc2F)CC1` (stereo unspecified) gave HePTP inhibitor 5 and BAP1 inh 114.
`Cc1cc(Cl)ccc1OCC(=O)N(CC(C)C)CC(C)C` gave HePTP inhibitor 7.
Screening CS(=O)(=O)N(CC(=O)Nc1cccc(Br)c1)c1ccc(Cl)cc1 returned HePTP inhibitor 8.
Screening O=C(Nc1cnccn1)c1ccncc1 returned HePTP inhibitor 6 and BAP1 inh 131.
`CCOC(=O)Nc1ccc(S(=O)(=O)Nc2ncccn2)cc1` gave HePTP inhibitor 1.
For CC1=CC(C)(C)N(C(=O)CN2C(=O)c3ccccc3C2=O)c2cc(C)ccc21 the results were HePTP inhibitor -1.
For Nc1nonc1-c1nc2ccccc2n1Cc1ccccc1Cl the results were HePTP inhibitor 4.
Screening CCOC(=O)CCc1c(C)c2ccc(OC(C)C(=O)OCC)c(C)c2oc1=O (stereo unspecified) returned HePTP inhibitor 1 and BAP1 inh 149.
For O=C(CSC1=NCCS1)NC1CCCCC1 the results were HePTP inhibitor 8 and BAP1 inh 87.
Screening O=c1nc2c(-c3ccccc3F)n[nH]n2c2ccccc12 returned HePTP inhibitor 5.
For O=C(CSc1nc2ccccc2s1)N=Nc1c(O)n(CN2CCCC2)c2ccccc12 the results were HePTP inhibitor -24.
`COc1ccc(C(=O)N2CCN(S(=O)(=O)c3ccccc3)CC2)cc1` gave HePTP inhibitor -8.
Screening O=[N+]([O-])c1ccccc1S(=O)(=O)NCCc1ccccc1 returned HePTP inhibitor -16.
`COc1ccccc1C(=O)Nc1c2c(nn1-c1cccc(C)c1C)CS(=O)C2` (stereo unspecified) gave HePTP inhibitor -6 and BAP1 inh 87.
Screening CCOc1nc(-c2ccc(Cl)cc2)nc2ccccc12 returned BAP1 inh 52.
`O=C(c1ccc2c(c1)OCO2)N1CCC(CN2C(=O)c3cccc4cccc(c34)C2=O)CC1` gave HePTP inhibitor -5.
For O=S1(=O)N=C(Oc2ccccc2)c2ccccc21 the results were HePTP inhibitor 6 and BAP1 inh 92.
`Cc1[nH]c(=O)[nH]c(=O)c1CSc1nnc([C@@H](NC(=O)OC(C)(C)C)C(C)C)o1` gave HePTP inhibitor 1 and BAP1 inh 87.
Screening CN(C)c1ccc(P(=O)(OCc2ccccc2)C(O)c2ccncc2)cc1 (stereo unspecified) returned HePTP inhibitor -3 and BAP1 inh 96.
COc1ccc(CNC(=O)c2cc3nc(-c4ccc([N+](=O)[O-])cc4)cc(C(F)(F)F)n3n2)cc1 was read as HePTP inhibitor -21.
For Cc1c(C(=O)Nc2ccc(I)cc2Cl)oc2ccccc12 the results were HePTP inhibitor 11.
`O=C(NCc1ccccc1)C1CCCN1S(=O)(=O)c1cccc2cccnc12` (stereo unspecified) gave HePTP inhibitor -6 and BAP1 inh 105.
O=C(Nc1ccc(S(=O)(=O)N2CCc3ccccc32)cc1)c1ccccc1[N+](=O)[O-] was read as HePTP inhibitor 4.
CCOC(=O)CN1C2=NCCN2c2ccccc21 was read as HePTP inhibitor 10 and BAP1 inh 111.
Screening Cc1ccc(OCCCC(=O)N2CCOCC2)c(C)c1 returned HePTP inhibitor 8 and BAP1 inh 137.
`O=C(CC(=O)c1ccccc1)CC(=O)c1ccccc1` gave HePTP inhibitor -12.
`Cc1cc(S(=O)(=O)N2CCN(Cc3ccccc3)CC2)c(C)s1` gave HePTP inhibitor 3 and BAP1 inh 93.
For NS(=O)(=O)c1ccc(NC(=O)Nc2cccc(Cl)c2)cc1 the results were HePTP inhibitor -8.
`CC(=O)Nc1cc(C23CC4CC(CC(C4)C2)C3)ccc1C` gave HePTP inhibitor -9.
`O=C(Cc1ccc(Cl)cc1)NNC(=O)c1cccnc1` gave HePTP inhibitor -5.
For COc1ccc(C2(C(=O)Nc3ccc(C(=O)O)cc3)CCOCC2)cc1 the results were HePTP inhibitor 2 and BAP1 inh 61.
CN(C)c1cccc(C(=O)Nc2cc(Cl)ccc2Cl)c1 was read as HePTP inhibitor 4.
For O=C(CSc1ncccc1-c1nc2ccccc2[nH]1)NCc1ccco1 the results were HePTP inhibitor 0 and BAP1 inh 80.
`O=C1C(=O)N(c2cccc(Br)c2)C(c2ccccc2)/C1=C(/O)c1ccccc1` (stereo unspecified) gave HePTP inhibitor -17.
For CCOc1ccc(C(=O)NCC2(C)CC(NC(=O)c3ccc(OCC)cc3)CC(C)(C)C2)cc1 (stereo unspecified) the results were HePTP inhibitor 5.
O=C(CSc1ncnc2c1oc1ccccc12)NC1CCCCC1 was read as HePTP inhibitor 4 and BAP1 inh 94.
`CC(/C=N/n1cnnc1)=C\c1ccco1` gave HePTP inhibitor 3 and BAP1 inh 88.
For COc1ccc(-n2nnnc2S(=O)(=O)CC(=O)N2CCCCC2)cc1 the results were HePTP inhibitor 1 and BAP1 inh 97.
`CCCc1cc(=O)oc2cc(C)cc(OCC(=O)O)c12` gave HePTP inhibitor 7 and BAP1 inh 84.
For COc1cc(Cl)ccc1NC(=O)c1cnn2c(C(F)(F)F)cc(-c3ccco3)nc12 the results were HePTP inhibitor 2.
`O=S(=O)(c1ccc2c(c1)OCCO2)N1CCCCC1` gave HePTP inhibitor -5.
`Cc1cccc(OCC(=O)Nc2cccc(Cl)c2Cl)c1` gave HePTP inhibitor -1.
Screening CC(=O)Nc1cccc(NC(=O)c2ccccc2Br)c1 returned BAP1 inh 75.
O=C(NC(c1ccccc1)c1ccc2cccnc2c1O)c1ccccc1 (stereo unspecified) was read as HePTP inhibitor 3.
COc1ccc(C2C(C#N)=C(N)Oc3n[nH]c(-c4ccccn4)c32)c(OC)c1OC (stereo unspecified) was read as HePTP inhibitor -14 and BAP1 inh 92.
COc1ccc(-c2c(C(=O)O)nc3ccccc3c2C(=O)O)cc1 was read as HePTP inhibitor -2.
`COC(=O)c1sccc1NC(=O)c1cc(-c2ccccc2Cl)nc2ccccc12` gave HePTP inhibitor 5 and BAP1 inh 68.
For CN1CCN(C2CC(=O)N(c3ccc(Cl)c(Cl)c3)C2=O)CC1 (stereo unspecified) the results were HePTP inhibitor -2.
`Cc1csc(/C(C#N)=N/O)n1` gave HePTP inhibitor 3 and BAP1 inh 166.
For CCC(=O)Nc1cccc(NC(=O)CSc2nnnn2C2CCCC2)c1 the results were HePTP inhibitor -6 and BAP1 inh 93.
Screening CC(C)=C1C(=O)NN(c2ccc(C)c(Cl)c2)C1=O returned HePTP inhibitor -4.
Screening O=C(Nc1ccc([N+](=O)[O-])cc1)c1cccnc1Cl returned BAP1 inh 72.
CCSc1nnc(N2C(=O)CC(c3ccsc3)C3=C2CC(C)(C)CC3=O)s1 (stereo unspecified) was read as HePTP inhibitor 10 and BAP1 inh 102.
For COc1cccc(C(=O)N2CCN(C3CCN(Cc4ccccc4)CC3)CC2)c1OC the results were HePTP inhibitor -11.
`CCOC(=O)c1ccc(NC(=O)CN2C(=O)/C(=C/c3ccc(C)cc3)SC2=S)cc1` gave HePTP inhibitor -2.
CCOc1ccc(C(=O)c2ccncc2)cc1 was read as HePTP inhibitor 5 and BAP1 inh 74.
Screening CCOC(=O)/C=C/CSc1nc2sc3c(c2c(=O)[nH]1)CCCC3 returned HePTP inhibitor -11.
`COc1ccc(N(CC(=O)NC23CC4CC(CC(C4)C2)C3)S(=O)(=O)c2ccccc2)cc1` gave HePTP inhibitor -12.
`Cc1c(N(CC(=O)O)S(=O)(=O)c2ccccc2)c(=O)n(-c2ccccc2)n1C` gave HePTP inhibitor 6.
For Cc1ccc(S(=O)(=O)N2CCCCC2C(=O)N2CCCCCC2)cc1 (stereo unspecified) the results were BAP1 inh 147.
For CCOC(=O)C(CC)Oc1ccc2c(C)cc(=O)oc2c1 (stereo unspecified) the results were HePTP inhibitor 5.
For COc1ccc(/C=C/C(=O)Nc2ccc(-c3ccccc3)cc2)cc1OC the results were HePTP inhibitor 2.
Screening Cc1ccccc1C(=O)Nc1c(C(=O)N2CCN(C)CC2)cnn1-c1ccccc1 returned HePTP inhibitor 8.
Screening O=C(CSc1nnc(-c2ccccc2)n1Cc1ccccc1)N1CCCC1 returned HePTP inhibitor -11 and BAP1 inh 98.
Screening CC1CCN(CCC(=O)N/N=C/c2ccc([N+](=O)[O-])cc2)CC1 returned HePTP inhibitor 13.
Screening COc1ccc(CSc2nnc(C)s2)cc1F returned HePTP inhibitor -24.
Cc1ccc(S(=O)(=O)Cn2nnnc2C(C(C)C)N2CCN(Cc3ccco3)CC2)cc1 (stereo unspecified) was read as HePTP inhibitor 8 and BAP1 inh 103.
Screening COc1ccccc1N1CCN(C(=O)c2ccc(S(=O)(=O)N3CCCCCC3)cc2)CC1 returned HePTP inhibitor -4 and BAP1 inh 102.
For COC(=O)COc1ccc(S(=O)(=O)Nc2ccc(C(N)=O)cc2)cc1 the results were HePTP inhibitor 0 and BAP1 inh 131.

Quoted from the results shown, 14 compounds:
For COc1cccc(C(=O)N2CCN(C3CCN(Cc4ccccc4)CC3)CC2)c1OC the results were HePTP inhibitor -11.
`CCOC(=O)c1ccc(NC(=O)CN2C(=O)/C(=C/c3ccc(C)cc3)SC2=S)cc1` gave HePTP inhibitor -2.
CCOc1ccc(C(=O)c2ccncc2)cc1 was read as HePTP inhibitor 5 and BAP1 inh 74.
Screening CCOC(=O)/C=C/CSc1nc2sc3c(c2c(=O)[nH]1)CCCC3 returned HePTP inhibitor -11.
`COc1ccc(N(CC(=O)NC23CC4CC(CC(C4)C2)C3)S(=O)(=O)c2ccccc2)cc1` gave HePTP inhibitor -12.
`Cc1c(N(CC(=O)O)S(=O)(=O)c2ccccc2)c(=O)n(-c2ccccc2)n1C` gave HePTP inhibitor 6.
For Cc1ccc(S(=O)(=O)N2CCCCC2C(=O)N2CCCCCC2)cc1 (stereo unspecified) the results were BAP1 inh 147.
For CCOC(=O)C(CC)Oc1ccc2c(C)cc(=O)oc2c1 (stereo unspecified) the results were HePTP inhibitor 5.
For COc1ccc(/C=C/C(=O)Nc2ccc(-c3ccccc3)cc2)cc1OC the results were HePTP inhibitor 2.
Screening Cc1ccccc1C(=O)Nc1c(C(=O)N2CCN(C)CC2)cnn1-c1ccccc1 returned HePTP inhibitor 8.
Screening O=C(CSc1nnc(-c2ccccc2)n1Cc1ccccc1)N1CCCC1 returned HePTP inhibitor -11 and BAP1 inh 98.
Screening CC1CCN(CCC(=O)N/N=C/c2ccc([N+](=O)[O-])cc2)CC1 returned HePTP inhibitor 13.
Screening COc1ccc(CSc2nnc(C)s2)cc1F returned HePTP inhibitor -24.
Cc1ccc(S(=O)(=O)Cn2nnnc2C(C(C)C)N2CCN(Cc3ccco3)CC2)cc1 (stereo unspecified) was read as HePTP inhibitor 8 and BAP1 inh 103.

Following part:
O=C(c1cc(-c2ccncc2)nc2ccc(Br)cc12)N1CCN(c2ccccn2)CC1 was read as HePTP inhibitor 8 and BAP1 inh 65.
Cc1csc(NC(=O)CSc2nnc(-c3ccncc3)n2C)n1 was read as HePTP inhibitor -4 and BAP1 inh 100.
`CCOc1ccccc1C1C(C#N)=C(N)Nc2onc(-c3ccccc3)c21` (stereo unspecified) gave HePTP inhibitor -2 and BAP1 inh 89.
For CCOC(=O)c1c(NC(C)=O)sc(I)c1-c1ccccc1 the results were HePTP inhibitor -4.
CCc1cc2c(=O)n(-c3ccccc3)c(SCC(=O)c3ccc(OC)cc3)nc2s1 was read as HePTP inhibitor -30.
For O=C(NCCCN1CCc2ccccc2C1)C1CCN(c2nnc(-n3cccc3)s2)CC1 the results were HePTP inhibitor -9 and BAP1 inh 75.
Screening O=C1c2ccccc2S(=O)(=O)N1CC(O)COc1ccc(Cl)cc1 (stereo unspecified) returned HePTP inhibitor -4 and BAP1 inh 101.
`CCc1nn(C(C)C(=O)Nc2cccc(C)c2C)c(=O)c2cc3occc3n12` (stereo unspecified) gave HePTP inhibitor -8 and BAP1 inh 91.
Screening COC(=O)C1=C(C)NC2=C(C(=O)c3ccccc32)C1c1ccccc1OCc1ccc(Cl)cc1Cl (stereo unspecified) returned HePTP inhibitor -5.
c1ccc(C2CC3CC(c4ccccc4)N2O3)cc1 (stereo unspecified) was read as HePTP inhibitor 2.
Screening O=C(CN1CCN(CCN2C(=O)c3cccc4cccc(c34)C2=O)CC1)c1ccc(F)cc1 returned HePTP inhibitor 3&0.
COc1cccc(N(CC(=O)Nc2cccc(N(C)S(C)(=O)=O)c2)S(C)(=O)=O)c1 was read as HePTP inhibitor 5 and BAP1 inh 130.
`CCCc1ccc(C(=O)N2c3ccccc3C(Nc3ccccc3)CC2C)cc1` (stereo unspecified) gave HePTP inhibitor -15.
